Bioassay records from PubChem BioAssay.
PfHsp40 rescue: compounds rescuing yeast from Plasmodium falciparum HSP40 toxicity | AID 504582 | S. cerevisiae expressing PfHsp40, growth rescue, ATP luminescence | 340,000 tested, 0.68% active | growth rescue, % at 12.5 µM; in the data active means growth rescue above about 28%, passing the limit was not always enough; inconclusive means no clear call, values can overlap the other calls;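 further: yeast W303a lacking pdr1 and pdr3 grown in galactose medium; growth measured after three days at 30 °C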
PrPC TRFRET: reduces human prion protein on the cell surface | cell surface PrPC, TR-FRET read-out | inhibition, % at 13.8 µM | 370,000 tested, 0.43% active; in the data active means inhibition above about 24%; further: 0% = median of the test wells and 100% = reference compound wells
SSB-PriA inh: inhibitors of Klebsiella pneumoniae PriA binding to SSB C-terminal tail; AlphaScreen SSBct-PriA binding, biotinylated peptide; inhibition, % at 33 µM; 430,000 tested, 0.6% active; AID 1272365; in the data active means inhibition mostly above about 37%, no sharp cut-off; inactive means mostly below about 20%;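 further: plate controls were negative control peptide for no effect and reference peptide for full effect; strong numbers were not always called active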
Anthrax LF inh2: anthrax lethal factor protease inhibition | P15917 | multiplex microsphere protease cleavage assay, LF | inhibition, % at 10 µM | 360,000 tested, 0.12% active | AID 588501; further: plate controls were buffer without enzyme for full effect and enzyme alone for no effect
SARS 3CLpro inh: SARS-CoV 3CLpro protease inhibition | recombinant SARS-CoV 3CLpro, quenched FRET peptide cleavage | P0C6X7 | AID 1706 | inhibition, % at 6 µM | 290,000 tested, 0.14% active; in the data active means inhibition above about 12%
Yp Topo-I inh: Y. pestis Topo-I inhibition via cleavage products; AID 504884; 360,000 tested, 0.064% active; Y. pestis Topo-I cleavage product accumulation, plate reader; activity, % at 10 µM; in the data active means activity above about 50%, passing the limit was not always enough; inconclusive means no clear call, values can overlap the other calls; further: inactives centre near 2
BoNT A protease: BoNT A light chain protease inhibition. multiplex microsphere protease substrate cleavage, flow cytometry. inhibition, % at 10 µM. 360,000 tested, 0.17% active; further: plate controls were buffer without enzyme for full effect and enzyme alone for no effect
BH1578 lux ind: induces V. cholerae light production without autoinducers; activation, % at 18.7 µM; V. cholerae BH1578 lux reporter, luminescence, 6 h; 350,000 tested, 0.16% active; in the data active means activation mostly above about 9.7%, no sharp cut-off; inconclusive means no clear call, values can overlap the other calls; inactive means mostly below about 3.7%; further: not every result past the cut was called active; inactives centre near 0; reference of the scale not given here
TcdB GH inh: TcdB glycohydrolase inhibition. TcdB glycohydrolase enzymatic assay, plate reader. P18177. 350,000 tested, 0.24% active. inhibition, % at 9.99 µM. AID 652162; in the data active means inhibition above about 10%
Target sequence (P18177 whole entry, looked up): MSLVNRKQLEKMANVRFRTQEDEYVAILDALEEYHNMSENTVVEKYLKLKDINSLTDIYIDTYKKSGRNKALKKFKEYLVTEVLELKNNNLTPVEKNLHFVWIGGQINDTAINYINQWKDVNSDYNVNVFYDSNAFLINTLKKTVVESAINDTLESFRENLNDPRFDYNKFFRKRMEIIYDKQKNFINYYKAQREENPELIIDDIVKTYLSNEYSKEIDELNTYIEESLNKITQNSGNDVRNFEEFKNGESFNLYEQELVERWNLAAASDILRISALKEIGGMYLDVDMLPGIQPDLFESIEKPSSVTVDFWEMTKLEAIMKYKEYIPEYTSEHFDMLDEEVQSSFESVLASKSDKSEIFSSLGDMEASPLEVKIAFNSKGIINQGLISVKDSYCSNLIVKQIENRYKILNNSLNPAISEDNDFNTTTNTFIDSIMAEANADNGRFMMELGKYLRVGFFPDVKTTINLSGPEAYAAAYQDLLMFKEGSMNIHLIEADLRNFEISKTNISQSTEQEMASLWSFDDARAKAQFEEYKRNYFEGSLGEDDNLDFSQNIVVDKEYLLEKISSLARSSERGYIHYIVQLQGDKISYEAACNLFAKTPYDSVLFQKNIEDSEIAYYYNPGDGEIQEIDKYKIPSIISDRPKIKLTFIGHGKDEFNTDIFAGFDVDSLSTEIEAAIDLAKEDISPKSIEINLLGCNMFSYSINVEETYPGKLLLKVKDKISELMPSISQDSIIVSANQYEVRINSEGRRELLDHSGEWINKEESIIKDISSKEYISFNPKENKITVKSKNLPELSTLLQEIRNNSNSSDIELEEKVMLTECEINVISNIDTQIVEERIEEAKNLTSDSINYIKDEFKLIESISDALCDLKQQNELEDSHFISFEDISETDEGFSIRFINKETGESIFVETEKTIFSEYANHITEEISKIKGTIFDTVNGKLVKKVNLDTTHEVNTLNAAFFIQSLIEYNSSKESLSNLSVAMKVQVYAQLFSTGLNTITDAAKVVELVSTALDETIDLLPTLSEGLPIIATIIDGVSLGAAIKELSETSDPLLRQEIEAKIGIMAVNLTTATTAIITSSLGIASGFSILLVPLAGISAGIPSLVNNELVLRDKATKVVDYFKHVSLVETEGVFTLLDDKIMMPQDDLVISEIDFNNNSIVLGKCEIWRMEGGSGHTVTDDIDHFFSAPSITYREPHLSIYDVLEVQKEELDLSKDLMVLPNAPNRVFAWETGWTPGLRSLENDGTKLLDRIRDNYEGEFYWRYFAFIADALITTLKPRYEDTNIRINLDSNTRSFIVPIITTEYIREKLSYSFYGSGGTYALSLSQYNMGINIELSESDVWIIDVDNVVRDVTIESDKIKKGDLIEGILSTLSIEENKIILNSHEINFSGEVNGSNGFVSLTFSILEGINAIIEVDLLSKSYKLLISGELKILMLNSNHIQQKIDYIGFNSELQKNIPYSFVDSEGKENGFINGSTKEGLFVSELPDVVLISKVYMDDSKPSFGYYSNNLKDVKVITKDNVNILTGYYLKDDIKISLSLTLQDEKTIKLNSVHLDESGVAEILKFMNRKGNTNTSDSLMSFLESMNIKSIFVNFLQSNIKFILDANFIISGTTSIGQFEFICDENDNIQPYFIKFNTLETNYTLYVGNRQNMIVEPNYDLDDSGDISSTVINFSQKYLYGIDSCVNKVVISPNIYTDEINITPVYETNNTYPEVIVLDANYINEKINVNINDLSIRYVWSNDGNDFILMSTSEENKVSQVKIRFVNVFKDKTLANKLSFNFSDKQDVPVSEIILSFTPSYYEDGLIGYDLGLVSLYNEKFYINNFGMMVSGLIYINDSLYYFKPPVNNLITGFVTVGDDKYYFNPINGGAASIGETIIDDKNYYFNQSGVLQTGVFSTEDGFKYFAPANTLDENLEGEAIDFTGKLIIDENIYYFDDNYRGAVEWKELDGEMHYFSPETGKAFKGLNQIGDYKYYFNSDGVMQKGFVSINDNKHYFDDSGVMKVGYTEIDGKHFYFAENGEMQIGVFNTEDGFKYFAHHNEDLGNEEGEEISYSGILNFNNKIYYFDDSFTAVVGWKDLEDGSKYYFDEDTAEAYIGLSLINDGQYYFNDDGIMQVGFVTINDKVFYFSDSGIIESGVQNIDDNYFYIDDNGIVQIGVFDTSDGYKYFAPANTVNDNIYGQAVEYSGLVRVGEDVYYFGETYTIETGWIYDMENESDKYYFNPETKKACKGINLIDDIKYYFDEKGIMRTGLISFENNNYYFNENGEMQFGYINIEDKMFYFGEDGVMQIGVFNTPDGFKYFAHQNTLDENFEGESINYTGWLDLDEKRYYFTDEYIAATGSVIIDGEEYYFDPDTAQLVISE
* marks the source's active call; other numbers are inactive results; & = joins results of further samples. Unless noted, no stated cut-off is given here; in the data, active means inhibition above about 30%; inconclusive means no clear call, values can overlap the other calls; inactive means below that. The list is partial; the hit share may differ from the screen's.

`O=C(O)/C=C\C(=O)NCc1ccccc1` gave PfHsp40 rescue -0.7, PrPC TRFRET -1, SSB-PriA inh -10&-10, Anthrax LF inh2 -2, SARS 3CLpro inh 0, Yp Topo-I inh 8, BoNT A protease 0.2 and BH1578 lux ind 0.2.
COc1cccc(C(=O)NNC(=O)c2ccccc2)c1 was read as PfHsp40 rescue -0.7, PrPC TRFRET -7, SSB-PriA inh -13, Anthrax LF inh2 6, SARS 3CLpro inh -6, Yp Topo-I inh 0, BoNT A protease 5.6, BH1578 lux ind 0.7 and TcdB GH inh 1.4.
`CCOc1ccccc1NC(=O)CN(c1cc(C)cc(C)c1)S(=O)(=O)c1c(C)noc1C` gave PfHsp40 rescue 0.1, PrPC TRFRET -1, SSB-PriA inh 4, Anthrax LF inh2 -2, SARS 3CLpro inh -1, Yp Topo-I inh 4, BoNT A protease -0.5, BH1578 lux ind -0.2 and TcdB GH inh 1.1.
For COC(=O)c1[nH]c2cccc(OC)c2c1NC(=O)CN1CC2(C)CC1CC(C)(C)C2 (stereo unspecified) the results were PfHsp40 rescue -0.4, PrPC TRFRET 3, SSB-PriA inh -13, Anthrax LF inh2 -2, SARS 3CLpro inh 4, Yp Topo-I inh 16 and BoNT A protease -0.1.
O=C1NC2=C(CCc3ccccc32)C(c2ccc(Br)cc2)N1 (stereo unspecified) was read as PfHsp40 rescue 0.4, PrPC TRFRET -3, SSB-PriA inh -4, Anthrax LF inh2 -13, SARS 3CLpro inh -6, Yp Topo-I inh 1, BoNT A protease -0.4 and BH1578 lux ind -0.2.
`CCCC(=O)N1c2ccc(-c3csc(N)n3)cc2CC1C` (stereo unspecified) gave PfHsp40 rescue 0.1, PrPC TRFRET 2, SSB-PriA inh -4, Anthrax LF inh2 2, SARS 3CLpro inh -2, Yp Topo-I inh -1, BoNT A protease 1.1 and BH1578 lux ind -0.2.
CC(=O)NC(C)(c1ccccc1)c1nc(/C=C/c2ccccc2)cs1 (stereo unspecified) was read as PrPC TRFRET -8, Anthrax LF inh2 -1, Yp Topo-I inh 22, BoNT A protease -0.2, BH1578 lux ind inactive and TcdB GH inh 1.9.
COc1ccc(CCNC(=O)CSc2nc3ccsc3c(=O)n2Cc2ccccn2)cc1OC was read as PrPC TRFRET 9, Anthrax LF inh2 -5, Yp Topo-I inh 5, BoNT A protease -0.3, BH1578 lux ind -5.0 and TcdB GH inh -9.8.
For C=CCNC(=S)Nc1ccc(OC)c(S(=O)(=O)N2CCOCC2)c1 the results were PfHsp40 rescue 0.1, PrPC TRFRET 0, SSB-PriA inh 2, Anthrax LF inh2 -3, SARS 3CLpro inh -3, Yp Topo-I inh -3, BoNT A protease -2.0, BH1578 lux ind -0.2 and TcdB GH inh 1.2.
`Cc1nc(C)c(C(=O)Nc2ccc(C)c(F)c2)o1` gave PfHsp40 rescue -0.6, PrPC TRFRET 7, SSB-PriA inh 3&0, Anthrax LF inh2 -2, SARS 3CLpro inh -4, Yp Topo-I inh 3, BoNT A protease inconclusive and BH1578 lux ind -2.6.
For Cc1ccc(S(=O)(=O)Nn2c(C)nnc2-n2nc(C)cc2C)cc1 the results were PfHsp40 rescue -0.5, PrPC TRFRET 2, SSB-PriA inh -11, Anthrax LF inh2 -1, SARS 3CLpro inh -3, Yp Topo-I inh -6, BoNT A protease 0.1 and BH1578 lux ind inactive.
COc1ccc(N(CN2C(=O)C3C4C=CC(C4)C3C2=O)C(=O)c2ccco2)cc1 (stereo unspecified) was read as PfHsp40 rescue -1.4, PrPC TRFRET -2, SSB-PriA inh -14, Anthrax LF inh2 0, SARS 3CLpro inh -2, Yp Topo-I inh 0, BoNT A protease 0.1 and BH1578 lux ind inactive.
Oc1ccc(C=NC2CCCCC2)c(O)c1 was read as PfHsp40 rescue 35*, PrPC TRFRET -6, SSB-PriA inh -17, Anthrax LF inh2 0, SARS 3CLpro inh -1, Yp Topo-I inh 3, BoNT A protease 0.2, BH1578 lux ind -0.3 and TcdB GH inh 1.6.
For CC(C)(C)C1CCC(=NNC(=O)CN(c2ccccc2)S(=O)(=O)c2ccccc2[N+](=O)[O-])CC1 (stereo unspecified) the results were PfHsp40 rescue -1.8, PrPC TRFRET -6, SSB-PriA inh -9, Anthrax LF inh2 1, SARS 3CLpro inh 8, Yp Topo-I inh 6, BoNT A protease -0.4 and BH1578 lux ind -0.2.
For O=C(COC(=O)c1cccc(S(=O)(=O)N2CCc3ccccc3C2)c1)NCc1ccco1 the results were PfHsp40 rescue -0.3, PrPC TRFRET 0, SSB-PriA inh -23, Anthrax LF inh2 -9, SARS 3CLpro inh -2, Yp Topo-I inh -5, BoNT A protease 0.7 and BH1578 lux ind -1.4.
`COc1ccccc1Cc1c(-c2ccc(F)cc2)nc2c(C)cc(Br)cn12` gave PrPC TRFRET 13, Anthrax LF inh2 -3, BoNT A protease 3.3 and TcdB GH inh -0.3.
For O=C(NCc1ccccc1CN1CCCCC1)c1ccc(Cl)cc1N1CCCC1=O the results were PfHsp40 rescue 0.3, PrPC TRFRET 4, SSB-PriA inh -2, Anthrax LF inh2 0, Yp Topo-I inh -1, BoNT A protease -0.6, BH1578 lux ind inactive and TcdB GH inh 0.8.
CC1CCN(C(=O)c2ccc3c(c2NCCO)C(=O)c2ccccc2C3=O)CC1 was read as PfHsp40 rescue 16, PrPC TRFRET -87, SSB-PriA inh 59, Anthrax LF inh2 0, SARS 3CLpro inh 1, Yp Topo-I inh 12, BoNT A protease 1.6 and BH1578 lux ind -25.
For O=C(NCc1ccccc1)c1nc2c(nnn2Cc2cccc(Cl)c2)c(=O)[nH]1 the results were PfHsp40 rescue 1.7, PrPC TRFRET 5, SSB-PriA inh 3, Anthrax LF inh2 3, SARS 3CLpro inh 1, Yp Topo-I inh -1, BoNT A protease 1.2, BH1578 lux ind -1.6 and TcdB GH inh 1.0.
O=c1/c(=C\c2ccc(O)cc2)sc2n1C(c1ccccc1)C(c1ccccc1)=NN=2 (stereo unspecified) was read as PfHsp40 rescue 0.5, PrPC TRFRET -1, Anthrax LF inh2 2, SARS 3CLpro inh 6, Yp Topo-I inh -7, BoNT A protease 0.0 and BH1578 lux ind 0.6.
Screening O=C(Cn1c(=O)c(=O)n(Cc2ccccc2)c2ccc(Cl)cc21)NCC1CCCO1 (stereo unspecified) returned PfHsp40 rescue 1.1, PrPC TRFRET 5, SSB-PriA inh 1, Anthrax LF inh2 -2, SARS 3CLpro inh -3, Yp Topo-I inh -2, BoNT A protease -0.2, BH1578 lux ind -0.2 and TcdB GH inh 1.1.
CC(=O)Nc1ccc(S(=O)(=O)N2CCC(NC(C)=O)(c3cccc(F)c3)CC2)cc1 was read as PfHsp40 rescue 0.9, PrPC TRFRET -6, SSB-PriA inh -3, Anthrax LF inh2 7, SARS 3CLpro inh 2, Yp Topo-I inh -7, BoNT A protease 0.9 and BH1578 lux ind -1.7.
`COC(=O)CC1C(=O)NCCN1C(=O)CSc1nnc(Nc2ccc(OC)cc2)s1` (stereo unspecified) gave PfHsp40 rescue 0.4, PrPC TRFRET -2, SSB-PriA inh -5, Anthrax LF inh2 -1, SARS 3CLpro inh -1, Yp Topo-I inh -8, BoNT A protease -0.4 and BH1578 lux ind 2.6.
`Cc1ccc(C)c(NC(=O)CN(C)C(C)C(=O)N2CC(C)CC(C)C2)c1` (stereo unspecified) gave PfHsp40 rescue -1.0, PrPC TRFRET -1, SSB-PriA inh 3, Anthrax LF inh2 -6, Yp Topo-I inh -10, BoNT A protease -1.0, BH1578 lux ind inactive and TcdB GH inh 1.9.
For Fc1ccc(-c2nc3c(-c4ccccc4)cnn3cc2CCN2CCOCC2)cc1 the results were PfHsp40 rescue 0.0, PrPC TRFRET 2, SSB-PriA inh 3, Anthrax LF inh2 -1, SARS 3CLpro inh 2, Yp Topo-I inh -1, BoNT A protease -2.1, BH1578 lux ind inactive and TcdB GH inh 2.1.
For Cc1c(C)c2ccc(OCC(=O)NC(Cc3ccc(Cl)cc3)C(=O)O)cc2oc1=O (stereo unspecified) the results were PfHsp40 rescue -0.4, PrPC TRFRET 0, SSB-PriA inh -6, Anthrax LF inh2 -8, SARS 3CLpro inh -5, Yp Topo-I inh 4, BoNT A protease 0.4, BH1578 lux ind -0.6 and TcdB GH inh 2.7.
C[C@H]1CN([C@@H](C)CO)C(=O)Cc2cc(NC(=O)CCC(F)(F)F)ccc2O[C@H]1CN(C)CC1CC1 was read as PfHsp40 rescue 1.4, PrPC TRFRET -2, SSB-PriA inh -8, Anthrax LF inh2 0, Yp Topo-I inh -6, BoNT A protease 0.2, BH1578 lux ind inactive and TcdB GH inh 0.0&0.7.
Screening O=C(c1cc(-c2cccc(Br)c2)nc2ccccc12)N1CCCC1 returned PfHsp40 rescue 0.7, PrPC TRFRET 6, SSB-PriA inh -10, Anthrax LF inh2 4, SARS 3CLpro inh 0, Yp Topo-I inh 29, BoNT A protease 3.0, BH1578 lux ind -0.6 and TcdB GH inh 1.5.
For CCCOC(=O)Nc1cc(OC)c(Cl)cc1OC the results were PfHsp40 rescue -0.7, PrPC TRFRET -9, SSB-PriA inh -20, Anthrax LF inh2 1, SARS 3CLpro inh 1, Yp Topo-I inh -9, BoNT A protease 1.0 and BH1578 lux ind 3.9.
Screening C[n+]1ccc(/C=C/c2ccccc2O)c2ccccc21 returned PrPC TRFRET -76, SSB-PriA inh -9, Anthrax LF inh2 -3, SARS 3CLpro inh 1, Yp Topo-I inh -36, BoNT A protease 0.1, BH1578 lux ind -0.4 and TcdB GH inh 1.4.
For COc1ccc(N2CCN(C(=O)CSc3nnc(NC(=O)C4CCC4)s3)CC2)cc1 the results were PfHsp40 rescue 0.7, PrPC TRFRET 1, SSB-PriA inh 2, Anthrax LF inh2 1, SARS 3CLpro inh -1, Yp Topo-I inh -2, BoNT A protease -0.9, BH1578 lux ind -0.2 and TcdB GH inh 1.3.
Screening Cc1ccc(S(=O)(=O)N2[C@@H](c3ccccc3F)C(C(=O)O)=CC[C@H]2c2ccc(Cl)c(Cl)c2)cc1 returned PfHsp40 rescue 1.7, PrPC TRFRET 2, SSB-PriA inh -6, Anthrax LF inh2 2, Yp Topo-I inh 1, BoNT A protease -0.5, BH1578 lux ind -0.6 and TcdB GH inh 0.4.
For COc1ccc(C2=NOC(C(=O)Nc3cc(Br)ccc3O)C2)cc1OC (stereo unspecified) the results were PfHsp40 rescue -0.4, PrPC TRFRET 6, SSB-PriA inh -8, Anthrax LF inh2 -2, SARS 3CLpro inh 5, Yp Topo-I inh 1, BoNT A protease 0.2 and BH1578 lux ind -0.2.
COCCn1c(NC(=S)NC(=O)C23CC4CC(CC(C4)C2)C3)cc(=O)[nH]c1=O was read as PfHsp40 rescue -1.6, PrPC TRFRET 2, SSB-PriA inh -12, Anthrax LF inh2 -2, SARS 3CLpro inh 4, Yp Topo-I inh 15, BoNT A protease 0.4, BH1578 lux ind -0.1 and TcdB GH inh 0.8.
O=C(O)c1cn(-c2ccc(F)cc2)c2cc(N3CCNCC3)c(F)cc2c1=O was read as PfHsp40 rescue -0.5, PrPC TRFRET -3, SSB-PriA inh -5, Anthrax LF inh2 6, Yp Topo-I inh 1, BoNT A protease 0.5, BH1578 lux ind -1.0 and TcdB GH inh 0.4.
Screening CC(C)Cc1ccc(S(=O)(=O)N2CCN(C(=O)c3ccco3)CC2)cc1 returned PfHsp40 rescue 1.7, PrPC TRFRET 9, SSB-PriA inh 3, Anthrax LF inh2 0, SARS 3CLpro inh -4, Yp Topo-I inh 15, BoNT A protease 0.3 and BH1578 lux ind -6.2.
Cc1ccc2c(C)c(C(=O)NCc3ccc(S(N)(=O)=O)cc3)oc2c1C was read as PfHsp40 rescue 0.3, PrPC TRFRET 13, SSB-PriA inh -13, Anthrax LF inh2 -8, SARS 3CLpro inh 2, Yp Topo-I inh 3, BoNT A protease -1.2, BH1578 lux ind -0.4 and TcdB GH inh 0.6.
